# PABP1 MLLE inh – inhibitors of microRNA-mediated deadenylation, human PABP1 MLLE binding. hit rate 0.36% among 360,000. GST-MLLE / FITC-PAM2 fluorescence polarization. P11940. inhibition, % at 20 µM; in the data active means inhibition above about 35%, passing the limit was not always enough;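 further: plate controls were DMSO wells with GST-MLLE for no effect and wells lacking GST-MLLE protein for full effect; some results filed as inactive read as strong as hits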
# bovine MsrA act – activators of bovine methionine sulfoxide reductase A; hit rate 0.3% among 360,000; purified bovine MsrA, absorbance read-out; AID 602163; activation, % at 10.6 µM; in the data active means activation above about 7.5%;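 further: 0% = vehicle and 100% = reference activator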
# Rin1-Abl PPI inh – inhibitors of human Rin1-Abl protein interaction | P00519+Q13671 | TR-FRET Rin1/Abl binding, biochemical | inhibition, % at 7.35 µM | hit rate 0.4% among 360,000 | AID 588664; in the data active means inhibition above about 5%, passing the limit was not always enough
# eLon inh – inhibits E. coli Lon protease; P0A9M0; purified E. coli Lon protease, fluorescence polarization; inhibition, % at 7.94 µM; hit rate 0.42% among 360,000; AID 602123; in the data active means inhibition above about 13%, passing the limit was not always enough;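 further: 0% = enzyme with probe and DMSO and 100% = no enzyme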
# MsrA inh – bovine MsrA inhibition; hit rate 0.75% among 360,000; inhibition, % at 15.5 µM; purified bovine MsrA, absorbance read-out; in the data active means inhibition above about 4.5%;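 further: 0% = vehicle wells with enzyme and 100% = reference inhibitor wells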
# Tb MetRS inh – blocks T. brucei methionyl-tRNA synthetase activity; purified T. brucei MetRS, ATP depletion, Kinase-Glo luminescence; inhibition, % at 11.9 µM; hit rate 0.4% among 360,000; AID 624268;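 active means inhibition above a per-plate cutoff of the control wells' mean inhibition plus 3 SD, cut at about 5.5% in these data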;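 further: 0% = DMSO wells median and 100% = median of wells with control inhibitor compound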
#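 Material – parasite MetRS enzyme · Medium – HEPES-MgCl2-KCl buffer plus DTT, spermine, BSA, pyrophosphatase · Reagent – ATP, methionine and E. coli bulk tRNA substrates · Times – 15 min enzyme-compound preincubation, 2 h reaction, 10 min detection, 25 °C · Measured by – luminescence of leftover ATP · Evaluation – percent inhibition relative to median high and low control wells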
# Neddyl block – blocks human cullin neddylation. TR-FRET cullin neddylation, biochemical. calls only at 25 µM. P61081+Q13564. hit rate 0.58% among 360,000; in the data active means inhibition above about 36%
# FAS TE block – FAS thioesterase (human) inhibition; hit rate 0.67% among 360,000; AID 602261; recombinant FAS-TE, OMFH fluorogenic substrate, fluorescence endpoint; inhibition, % at 15 µM;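 active means compounds whose normalised, plate-corrected inhibition of enzyme fluorescence in the single-dose primary screen is 50% or more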;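 further: 0% = DMSO with enzyme and 100% = substrate without enzyme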
# CSN deneddyl inh – blocks human CSN-mediated cullin deneddylation | Purified CSN, SCF-Nedd8-OG deneddylation, fluorescence polarization | inhibition, % at 12.5 µM | hit rate 0.38% among 360,000 | AID 651999;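 active means pattern-corrected inhibition above about 35%, with an unprinted fluorescence ratio check between 0.5 and 1.5, limit read from the data, passing the limit was not always enough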;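 further: 0% = enzyme with substrate and 100% = substrate without enzyme; some results filed as inactive read as strong as hits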
#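 assay system = purified human Csn5 enzyme expressed in HEK293T cells | amount = 0.24 nM enzyme | buffer or medium = Tris/NaCl/DTT buffer, pH 7.5 | reagent = 10 nM SCFSkp2-Nedd8OG | compound = one concentration, 12.5 µM, 0.25% DMSO | times = 90 min reaction at room temperature | signal = FP | read-out basis = % inhibition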
# * hit, by the source's call; i = inactive; x = no result given.
SMILES,PABP1 MLLE inh,bovine MsrA act,Rin1-Abl PPI inh,eLon inh,MsrA inh,Tb MetRS inh,Neddyl block,FAS TE block,CSN deneddyl inh
Cc1cccc(OCC(O)CNC(=O)c2ccccc2C(=O)O)c1 (centres undefined),14,-4,-1,-2,-0.3,-0.7,i,-13,-7
Cc1ccn2c(C(=O)CSc3ccc(Cl)cc3)c(C)nc2c1,4,-11,-4,6,-0.1,-0.2,i,15,1
CCOc1ccc(S(=O)(=O)NCCC(=O)NCC(c2cccs2)N(C)C)cc1 (centres undefined),3,-2,-3,-8,-0.6,-0.3,i,-5,6
CCCCN1CNC(=S)N(c2ccc(C(=O)OCC)cc2)C1,-36,-5,-2,10,1.4,-1.2,i,-3,4
CC(c1ccccc1)C1CC(=O)N(c2ccc([N+](=O)[O-])cc2)C1=O (centres undefined),6,1,-3,-3,-0.2,-0.2,i,8,0
CC(=O)Nc1cccc(C(=O)OCC(=O)c2ccc3c(c2)OCO3)c1,-1,-10,0,-6,0.9,-0.8,i,-2,1
COc1cccc(OCCNC(=O)c2cccc(OC)c2)c1,-5,0,-4,10,-0.1,-0.2,i,0,-2
CSCC[C@H](NS(=O)(=O)c1ccc(C)cc1)C(=O)N1CCC(C(=O)N[C@@H](Cc2ccccc2)C(=O)O)CC1,-3,-1,-1,-7,0.4,-0.2,i,-2,-5
O=c1c2cc(N3CCOCC3)ccc2[nH]c(=S)n1CCCN1CCCCC1,-20,-4,-5,8,1.9,0.0,x,-6,-2
CCN(CC)C(=O)c1cc2c(=O)c3cc(Cl)ccc3oc2nc1C,-15,-4,2,2,1.3,0.1,i,-6,6
O=C(CSc1ccc2nnc(-c3ccccn3)n2n1)NCc1ccco1,19,-3,-4,4,-0.3,-0.3,i,-1,7
CCc1cc2c(=O)n(-c3ccccc3)cnc2s1,-5,-1,0,-1,1.4,-0.3,i,-9,1
O=C(c1cccnc1)N1CCc2ccccc21,5,-4,0,-8,-0.3,-0.4,i,-6,-1
C[C@H](CO)N1C[C@H](C)[C@@H](CN(C)S(C)(=O)=O)Oc2c(NC(=O)C3CCCCC3)cccc2C1=O,-2,-2,1,-14,0.7,-0.6,i,-7,-3
CCSc1nnc(NC(=O)CSc2nnc(-c3c[nH]c4ccccc34)n2CC)s1,-30,-1,-4,10,3.5,1.6,i,-3,-3

# In the list so far, these contain an aryl thioether with sulfur outside any ring:
SMILES,PABP1 MLLE inh,bovine MsrA act,Rin1-Abl PPI inh,eLon inh,MsrA inh,Tb MetRS inh,Neddyl block,FAS TE block,CSN deneddyl inh
Cc1ccn2c(C(=O)CSc3ccc(Cl)cc3)c(C)nc2c1,4,-11,-4,6,-0.1,-0.2,i,15,1
O=C(CSc1ccc2nnc(-c3ccccn3)n2n1)NCc1ccco1,19,-3,-4,4,-0.3,-0.3,i,-1,7
CCSc1nnc(NC(=O)CSc2nnc(-c3c[nH]c4ccccc34)n2CC)s1,-30,-1,-4,10,3.5,1.6,i,-3,-3

# Back to the main list; the 4 compounds before the break are reprinted first.
SMILES,PABP1 MLLE inh,bovine MsrA act,Rin1-Abl PPI inh,eLon inh,MsrA inh,Tb MetRS inh,Neddyl block,FAS TE block,CSN deneddyl inh
CCc1cc2c(=O)n(-c3ccccc3)cnc2s1,-5,-1,0,-1,1.4,-0.3,i,-9,1
O=C(c1cccnc1)N1CCc2ccccc21,5,-4,0,-8,-0.3,-0.4,i,-6,-1
C[C@H](CO)N1C[C@H](C)[C@@H](CN(C)S(C)(=O)=O)Oc2c(NC(=O)C3CCCCC3)cccc2C1=O,-2,-2,1,-14,0.7,-0.6,i,-7,-3
CCSc1nnc(NC(=O)CSc2nnc(-c3c[nH]c4ccccc34)n2CC)s1,-30,-1,-4,10,3.5,1.6,i,-3,-3
Cc1cc(C)c(C)c(S(=O)(=O)N[C@@H](C)C(=O)OCc2cc(=O)n3cc(Br)ccc3n2)c1C,-11,-3,-4,-9,2.1,-0.1,i,4,11
COc1cc2sc(-c3ccccc3OC)c(-c3ccc(O)cc3)c2cc1OC,3,-2,0,1,0.8,-0.1,i,14,-2
Cc1ccc(OC(=O)COc2ccccc2C)c(-n2nc3ccccc3n2)c1,53*,-3,-1,-12,0.5,0.3,i,35,4
CC(=O)c1c(C)[nH]c(C(=O)NNC(=O)c2ccc(Br)cc2)c1C,6,-4,4,-11,-0.5,0.0,i,-2,-2
O=C(CSc1nc2[nH]ncc2c(=O)[nH]1)NCc1ccc(F)cc1,5,-3,1,3,1.1,-0.7,i,-8,-3
Cc1c(-c2ccccc2)oc2c(C(=O)OCC(=O)Nc3cccc(F)c3)cccc2c1=O,1,-2,1,-5,-1.4,-0.3,i,17,-1
CC1c2[nH]c3ccccc3c2CCN1C(=O)Nc1ccccc1 (centres undefined),-2,-12,-2,-2,0.9,-2.3,i,16,-4
COc1cc(C(=O)N(C)CC2CCN(CCc3cccc(C(F)(F)F)c3)CC2)ccc1C,0,0,0,2,-0.1,0.3,i,-3,-4
COC(C[C@H]1O[C@H]1[C@H](O)COCc1ccccc1)OC,-8,0,1,-1,-0.5,-0.3,i,-9,-3
O=C1CN(C(=O)CSc2nnnn2-c2ccc(Cl)cc2)c2ccccc2N1,-15,-2,2,-8,-0.5,-0.2,i,0,4
CCN(Cc1ccncc1)C(=O)c1cccs1,-4,-3,0,14,0.5,-0.6,i,-4,-3
COc1ccc(-n2c(C)cc(/C=C3\C(=N)N4N=C(CC(=O)N5CCOCC5)SC4=NC3=O)c2C)cc1,-19,-5,-1,-10,1.8,-0.1,i,-3,8
CCOC(=O)CNC(=O)CNC(=O)c1ccc(OC)cc1,4,1,2,-6,-0.6,0.2,i,-8,-3
CCOc1cc(C(=O)N(Cc2ccccc2)c2ccc(C)cc2)ccc1OCC(=O)N1CCOCC1,10,0,1,-5,-0.9,-0.1,i,2,0
C/C(=C\c1ccccc1)CN1CCN(C(C)C)C(CCO)C1 (centres undefined),-6,-3,4,-5,0.6,-0.1,i,-6,-3
Cc1c[n+](CC(=O)c2ccccc2)c(C)cn1,-18,-3,1,-4,-0.8,-0.8,i,-3,1
CC1=C(C(=O)N(C)C)CC(CC(=O)NCCc2ccccn2)C(=O)N1Cc1ccccc1 (centres undefined),3,-1,-4,-4,-0.3,-1.8,i,-9,0
N#Cc1cccc(-n2c(-c3ccccc3)nnc2-c2ccccc2)c1C#N,-11,-1,-2,-7,0.8,-0.6,i,58*,-3
COc1ccccc1N(C)S(=O)(=O)c1ccc(C(=O)Nc2ccc(N3CCOCC3)cc2)cc1,-9,-15,-3,5,0.2,-0.8,i,10,0
Cn1c(SCc2ccc(Br)cc2)nnc1-c1ccncc1,-4,-2,2,-13,-0.7,-0.7,i,-2,0
CCCNC(=S)N1CCN(c2nc(-c3cccc(OC)c3)cs2)CC1,-24,-2,0,-5,1.1,-1.1,i,17,-4
Cc1ccc(OCC(=O)N/N=C/c2cccnc2)cc1C,22,-7,0,2,-0.4,-0.6,i,-8,0
COC(=O)c1oc2ccc(Br)cc2c1NC(=O)CN1CCN(C)CC1,6,1,-2,0,0.0,-0.3,i,-8,-5
CCn1c(=O)c(C(=O)NC(C)c2ccccc2)c(O)c2ccccc21 (centres undefined),-3,-10,-3,-10,1.1,-0.6,i,8,2
COc1ccc(/C=C2\SC(=S)N(CC(=O)NC3C=CS(=O)(=O)C3)C2=O)cc1 (centres undefined),-2,0,-7,-5,1.2,0.3,i,-1,4
COC(=O)N1CCCc2cc(C)ccc21,-11,-1,1,5,0.3,-0.3,i,-1,-4
CC(C)(C)c1ccc(C(=O)Nn2c(CCC(=O)O)ccc2-c2cccs2)cc1,1,-7,-4,-8,-0.4,-0.6,i,0,4
COc1ccc(-c2csc(NC(=O)CCNC(=O)c3ccco3)n2)cc1,5,0,-3,1,-0.1,-0.3,i,-4,-2
COc1ccc(NC(=O)N2CCC(Cc3ccccc3)CC2)cc1,4,-5,4,-5,-0.3,-0.7,i,3,-2
CC(C)(C)c1ccc(N/N=C(\C#N)S(=O)(=O)C(C)(C)C)cc1,-5,-5,-1,5,1.9,0.0,i,6,3

# Results in bovine MsrA act, Tb MetRS inh and Rin1-Abl PPI inh, for two of the compounds above:
Structure	bovine MsrA act	Tb MetRS inh	Rin1-Abl PPI inh
CCn1c(=O)c(C(=O)NC(C)c2ccccc2)c(O)c2ccccc21 (centres undefined)	-10	-0.6	-3
COC(=O)N1CCCc2cc(C)ccc21	-1	-0.3	1

# (cont.)
SMILES,PABP1 MLLE inh,bovine MsrA act,Rin1-Abl PPI inh,eLon inh,MsrA inh,Tb MetRS inh,Neddyl block,FAS TE block,CSN deneddyl inh
Cc1nnc(NC(=O)c2ccccc2Oc2ccccc2)s1,-3,-5,-2,-13,0.3,-1.1,i,-4,-2
CC1CCN(C(=O)CSc2ccc(-c3ccc4c(c3)OCCO4)nn2)CC1,-9,-4,0,4,1.4,0.2,i,7,1
CN(CC(=O)NCCCc1ccccc1)S(=O)(=O)c1ccc(Br)cc1,2,-5,2,-13,-0.5,0.4,i,12,0
CC(C)c1ccc(OCc2ccc(C(=O)NN3CCN(C)CC3)o2)cc1,3,-1,-1,5,1.3,-0.2,i,-31,3
O=C(NCc1ccco1)Nc1cccc(-c2ccccc2)c1,3,-2,-1,-3,2.4,-0.1,i,1,3
Cc1cc(C)c(C)c(S(=O)(=O)NCc2ccc(C(=O)NCC3CCCO3)cc2)c1C (centres undefined),-13,-9,0,0,-0.1,-0.8,i,-2,-1
O=C(O)c1cccc(COc2cccc3ccccc23)c1,9,-3,2,-2,-0.8,0.5,i,-1,0
O=C(NCc1ccccc1)c1ccc2c(=O)n(CCCN3CCCC3=O)c(=S)[nH]c2c1,-78,-11,3,-1,-0.6,-0.8,i,-7,-1
Cc1c(OCC(=O)N(C)c2ccccc2)ccc2c3c(c(=O)oc12)CCC3,-1,-2,1,0,0.4,-0.5,i,10,3
N=c1sccn1CC(=O)Nc1ccc(Cl)c(S(=O)(=O)N2CCOCC2)c1,-13,-1,1,-7,-0.1,-0.4,i,-17,4
CCn1c(SCC(=O)N2CCCCC2)nc2c(c1=O)SCC2,3,-2,0,-12,1.5,0.1,i,-6,-3
CSc1nc(N)c(C#N)c(-c2ccccc2Cl)c1C#N,-16,-3,0,-5,1.5,-0.8,i,15,0
CCOC(=O)c1c(C)[nH]c(C2=NNC(=Nc3ccccc3)SC2)c1C,-36,0,0,-5,0.1,0.3,i,-167,1

# Source: PubChem BioAssay (several laboratories)
